mcGAS inh – mouse cGAS inhibition by luminescence | AID 1259399 | Q8C6L5 | inhibition, % at 12.5 µM | recombinant cGAS, Kinase-Glo ATP depletion luminescence | 160,000 tested, 0.15% active;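 also: 0% = negative control wells and 100% = reference inhibitor with no enzyme activity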
NPYLR7 ag – mosquito NPYLR7 agonism; activation, % at 10 µM; HEK293T NPYLR7/Galpha15, GCaMP6s calcium fluorescence; 270,000 tested, 0.15% active; AID 1259423; in the data active = activation above about 40%;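 also: 0% = vehicle and 100% = reference agonist at the receptor; some compounds past the cut are filed as inactive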
hcGAS lum – human cGAS inhibition; Q8N884; AID 1259398; inhibition, % at 12.5 µM; 290,000 tested, 0.081% active; recombinant h-cGAS, ATP depletion, Kinase-Glo luminescence;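 also: 0% = vehicle reaction and 100% = reaction without DNA for no activity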
Target sequence (Q8N884 whole entry, looked up): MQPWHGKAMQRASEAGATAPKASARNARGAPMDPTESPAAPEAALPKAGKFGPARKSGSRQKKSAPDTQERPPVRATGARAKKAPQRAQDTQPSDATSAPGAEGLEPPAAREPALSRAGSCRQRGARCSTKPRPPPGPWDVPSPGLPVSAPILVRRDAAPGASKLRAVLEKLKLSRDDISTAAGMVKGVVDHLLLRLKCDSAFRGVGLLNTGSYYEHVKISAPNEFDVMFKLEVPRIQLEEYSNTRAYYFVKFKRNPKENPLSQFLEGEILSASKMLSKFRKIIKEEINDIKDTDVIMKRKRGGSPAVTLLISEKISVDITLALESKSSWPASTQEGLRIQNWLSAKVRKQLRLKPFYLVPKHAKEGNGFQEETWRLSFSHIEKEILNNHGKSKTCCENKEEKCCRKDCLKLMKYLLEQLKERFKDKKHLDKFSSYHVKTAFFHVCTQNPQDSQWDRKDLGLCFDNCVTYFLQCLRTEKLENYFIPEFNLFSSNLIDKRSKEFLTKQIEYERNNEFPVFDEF
An asterisk follows results filed as active; · = not tested or not shown; & = joins results of further samples. Rule as the data show it, unless noted: active = inhibition above about 40%; inactive = the rest.

The first 5 records, ahead of the listing:
SMILES	mcGAS inh	NPYLR7 ag	hcGAS lum
CCc1nc2ccc(C(=O)Nc3cccc(OCC(=O)N(C)C)c3)cn2c1N(C)C(=O)c1ccncc1	-4.1	12.1	-4.8
CCCN(C(=O)Nc1ccccc1Br)C(C)c1nc2ccccc2c(=O)n1-c1cc(OC)cc(OC)c1Br (stereo not given)	-3.7	5.8	-3.5
O=C(CC1Sc2ccccc2NC1=O)NCCc1cccc2ccccc12 (stereo not given)	·	-3.0	7.6
CC(=O)Nc1cccc(C(=O)N(Cc2ccsc2)CC(C)C)c1	-12.5	2.9	-3.4
CCCCC12CN3CC(C)(CN(C1)C31CCN(Cc3ccccc3)CC1)C2=O	-4.1	·	-6.9

The listing (from the top)
SMILES	mcGAS inh	NPYLR7 ag	hcGAS lum
CCc1nc2ccc(C(=O)Nc3cccc(OCC(=O)N(C)C)c3)cn2c1N(C)C(=O)c1ccncc1	-4.1	12.1	-4.8
CCCN(C(=O)Nc1ccccc1Br)C(C)c1nc2ccccc2c(=O)n1-c1cc(OC)cc(OC)c1Br (stereo not given)	-3.7	5.8	-3.5
O=C(CC1Sc2ccccc2NC1=O)NCCc1cccc2ccccc12 (stereo not given)	·	-3.0	7.6
CC(=O)Nc1cccc(C(=O)N(Cc2ccsc2)CC(C)C)c1	-12.5	2.9	-3.4
CCCCC12CN3CC(C)(CN(C1)C31CCN(Cc3ccccc3)CC1)C2=O	-4.1	·	-6.9
COCCCN(CC(=O)N(CCc1ccc(OC)c(OC)c1)Cc1sccc1C)C(=O)Nc1cccc(Cl)c1	-4.2	-1.5	-15.4
Oc1ccc(Br)cc1-c1ccn[nH]1	·	-4.8	-1.4
COc1ccc(NC(=O)c2ccc(F)cc2F)cc1N1CCCCC1=O	·	1.1	-0.7
CC(=O)C12CC3CC(C1)CC(C(=O)O)(C3)C2	·	1.2	-4.3
N#CCCNC(=O)c1cc(N2CCSCC2)nc2ccccc12	-3.8	4.7	-5.3
NC(=O)C1CCN(C(=O)CCC(=O)c2cc(Cl)sc2Cl)C1 (stereo not given)	·	3.5	-2.8
O=C(c1cccs1)N1CCC(n2c(=O)oc3ccc(F)cc32)CC1	-1.6	-6.2	-3.0

Next section; it opens with the six that closed the last part.
SMILES	mcGAS inh	NPYLR7 ag	hcGAS lum
Oc1ccc(Br)cc1-c1ccn[nH]1	·	-4.8	-1.4
COc1ccc(NC(=O)c2ccc(F)cc2F)cc1N1CCCCC1=O	·	1.1	-0.7
CC(=O)C12CC3CC(C1)CC(C(=O)O)(C3)C2	·	1.2	-4.3
N#CCCNC(=O)c1cc(N2CCSCC2)nc2ccccc12	-3.8	4.7	-5.3
NC(=O)C1CCN(C(=O)CCC(=O)c2cc(Cl)sc2Cl)C1 (stereo not given)	·	3.5	-2.8
O=C(c1cccs1)N1CCC(n2c(=O)oc3ccc(F)cc32)CC1	-1.6	-6.2	-3.0
CCOC(=O)C1=C(O)/C(=C\c2ccc(N(C)C)cc2)SC1=Nc1ccc(OC)cc1OC	0.1	79.1*	1.5
Cc1ccc(-n2ncc(Oc3ccc4c(c3)OCO4)c(Nc3ccc(C(=O)NCc4ccncc4)cc3)c2=O)cc1	-4.1	8.5	-10.7
O=C(Nc1cccs1)NC1CC(=O)N(Cc2cccc3ccccc23)C1 (stereo not given)	·	1.4	-3.8
COc1ccc(C2CC(=O)C3C(=Nc4ccccc4NC3c3ccccc3OC)C2)cc1 (stereo not given)	2.3	8.7	1.5
CNC(=O)CCCS(=O)(=O)c1nnc(C)n1-c1ccccc1C	-6.9	0.5	-6.4
Cc1occc1C(=O)N1CCC(n2c(C)nc3ccc(F)cc32)CC1	-4.3	10.0	-4.3
CC(Cn1cccn1)C(=O)NC1CCN(C2CCS(=O)(=O)CC2)CC1 (stereo not given)	-5.5	·	-7.1
CCOc1ccc(-c2c(-c3ccccc3)ncn2CCC(N)=O)cn1	-16.5	2.8	0.5
O=C(c1cnn2c(C(F)(F)F)cc(-c3ccco3)nc12)N1CCCC1	-3.1	-7.0	-0.6
Cc1nc(N)c(CC(Br)CBr)c(Cl)n1 (stereo not given)	·	-1.6	0.7
CCCCC(=O)N(C)c1c(CC)nc2c(OCC(=O)C(C)(C)C)cccn12	-0.8	4.3	-3.8
COc1ccc(NC(=O)CCC2CCCN(CC3=Cc4cccc(OC)c4OC3)C2)c(C)c1 (stereo not given)	-8.7	22.5	-6.5
O=C(CSc1nnc(-c2ccc(Cl)cc2)n1-c1ccccc1)N/N=C\c1ccncc1	-4.2	-13.9	-1.4
Fc1ccc(-n2cc(-c3ccccc3)c3c(Cl)ncnc32)cc1	-6.9	-8.4	-4.6
c1ccc(OCCCNc2ncnc3ccsc23)cc1	-13.5	3.7	-3.5
Oc1cccc(OCc2cccc(C(F)(F)F)c2)c1	-8.3	0.1	-12.8
CCOc1ccc(C(=O)NCc2ccc3c(c2)cc(C)n3C)cc1OCC	-7.2	9.3	-6.1
Cc1nnc(-c2ccc(-c3cc(NCCO)nc4[nH]ccc34)cc2)o1	·	-0.6	-4.4
O=C(Nc1cccc2ccccc12)N1CCc2c(sc3ncn(CC4CCCO4)c(=O)c23)C1 (stereo not given)	-3.3	·	-1.8
Cc1nn(-c2ccccc2)c2nc(Cc3ccccc3)nc(N3CCCN(S(=O)(=O)c4ccc(Br)cc4)CC3)c12	-4.4	12.2	-3.0
COc1ccc(-c2n[nH]c(=S)n2-c2ccc(Cl)c(Cl)c2)cc1	·	14.1	-8.5
CCC12CN3CC(CC)(CN(C1)C3c1c(C)[nH]c3ccccc13)C2=O (stereo not given)	·	-8.0	-5.3
CC(C)N(CCNC(=O)N1CCN(C2CC2)C(=O)C1)C1CC1	·	-1.8	-15.3
CC(C)NC(=O)CN1CCN(C(=O)c2cc3cc(Br)ccc3[nH]2)CC1	·	3.2	-8.0
N#Cc1ccc(S(=O)(=O)Oc2cccc(F)c2)cc1	·	-2.1	-14.2
CCN(Cc1ccccc1NC(=O)NC(C)c1nc(C)no1)C(C)=O (stereo not given)	·	7.0	-4.1
Cc1cnc2c(c1SCc1cccnc1)c(=O)n(C)c(=O)n2C	-9.7	4.4	-10.3
COCCCN(CC(=O)N(CCc1c[nH]c2ccccc12)Cc1ccccc1)C(=O)COc1ccccc1	-6.2	-0.9	-7.6
COC(=O)c1ccc(OC)c(Cn2cnc3c(-c4ccccc4)csc3c2=O)c1	-7.6	1.8	-5.4
COc1ccc(Nc2ncccc2C#N)cc1N1CCCC1=O	·	-32.8	3.2
CCOc1ccc(CN(CC)C(=O)c2ccc(OC)nc2)cc1OC	-6.7	1.7	-7.7
CCCCOc1ccc(-c2nc(C=Nc3ccc(I)cc3C)c(O)o2)cc1	·	-1.7	-3.8
CNc1ccc(C(=O)N2CCOC(COc3ccc(F)cc3)C2)cc1 (stereo not given)	-8.2	1.2	-5.8
Cc1nnsc1C(=O)N(CC1CCN(Cc2ccccc2F)CC1)CC1CCCO1 (stereo not given)	-8.8	1.5	-6.6
CC(C)C1CN(C(=O)COc2cccnc2)CCC(=O)N1CC1CC1 (stereo not given)	-2.8	-3.2	1.0
CC(C)CCNC(=O)c1cc(S(=O)(=O)N(C)C)ccc1Br	·	1.8	-7.7
CCCCN(Cc1ccc(OS(C)(=O)=O)cc1)C(=O)Nc1ccc(OC)cc1OC	-4.5	23.7	-2.3
COc1ccccc1CC1(C)NC(=O)c2ccccc2N1 (stereo not given)	·	2.5	-7.2
Cc1ccc2nc(Nc3ccc(C(=O)Nc4cccc(Cl)c4)cc3)nc(-c3ccccc3)c2c1	·	-6.2	-5.0
Cc1cc2c(c(-c3cccs3)c1)OC(CN)C2 (stereo not given)	·	0.5	-9.4
CCOC(=O)N1CCN(C(=O)CSc2nc(=O)n3cccc(C)c3n2)CC1	·	29.6	1.7
CCc1nnc(-c2cc3ccccc3n2CC(=O)Nc2ccc3c(c2)OCCO3)o1	-8.8	2.7	-6.2
Cc1ccc2c(=O)cc(C(=O)N(Cc3ccccc3Cl)C3CCS(=O)(=O)C3)oc2c1 (stereo not given)	·	28.5	-2.2
Cc1ccc(S(=O)(=O)N2CCC(C(NC(=O)c3ccc(F)cc3)C(=O)NCc3ccco3)CC2)cc1 (stereo not given)	-5.1	-1.8	-5.0
CCCCOc1ccc(C(=O)N2CCN(C(=O)CCN3CCc4sccc4C3c3ccccc3C)CC2C)cc1 (stereo not given)	-4.4	15.2	-2.9
COc1cc(OC)cc(C(=O)Nc2ccc(S(=O)(=O)Nc3nc(C)cc(C)n3)cc2)c1	-3.6	12.4	-3.5
Cc1[nH]c(=O)[nH]c(=O)c1CC(=O)NCCn1nc(-c2ccco2)ccc1=O	·	3.3	-2.8
CN(C(=O)CN1CCN(c2cc(-c3cccc([N+](=O)[O-])c3)ncn2)CC1)c1ccccc1	·	2.8	-6.5
NCc1cc(-c2ccc3c(c2)OCCO3)on1	·	0.3	-3.8
CCc1cccc2c(C(CC(=O)NCCCN3CCCCC3C)c3cccc(Oc4ccccc4)c3)cn(CC)c12 (stereo not given)	-8.9	·	-12.0
O=C(c1ccc([N+](=O)[O-])cc1Cl)N1CCCN(c2nc(Cc3ccc(F)cc3)ns2)CC1	1.0	7.2	2.5
O=C(/C=C/c1cscn1)NS(=O)(=O)c1cccc2ncccc12	2.8	2.5	1.9
COc1ccc(CN2CCCCC2C(=O)Nc2ccc(-n3cnnn3)cc2)cc1F (stereo not given)	·	18.1	-6.4
Cc1cc(O)c2c(CN3CCN(c4ccccc4)CC3)cc(=O)oc2c1	-1.7	-7.7	-2.7
CN(C)S(=O)(=O)CCNC(=O)c1cccc2nccnc12	·	1.2	-4.4
Cc1cc(C(=O)N(C)CC(=O)Nc2ccccc2Br)no1	·	3.4	-0.7
CCCn1ncc(C(=O)N(C)Cc2nc3ccc(F)cc3[nH]2)c1C	-8.3	-4.1	1.1
COCCCN(CC(=O)N1CCc2sccc2C1COc1cccc(F)c1)C(=O)c1cccc(Cl)c1 (stereo not given)	-6.9	-2.5	-3.8
COc1cc(CC(=O)N2CCOC(COc3ccc(Cl)c(C)c3)C2)cc(OC)c1OC (stereo not given)	-4.3	3.2	-3.1
CC(=O)Nc1ccc2nc(CN3CCN(Cc4ccccc4C)C(CCO)C3)ccc2c1 (stereo not given)	-8.4	3.3	-6.5

Next part
SMILES	mcGAS inh	NPYLR7 ag	hcGAS lum
CC(C)Cc1nc2c(OCc3ccccc3)cccn2c1NCc1ccccc1	-2.6	0.1	-0.3
CC(C)CCN(CCC(C)C)C(=O)CSc1nnc(N)s1	·	-0.3	13.3
O=C(COc1cccc2ccccc12)NCc1ccccc1CN1CCOCC1	-8.3	-4.8	-4.1
Cc1ccc(-c2nc(CN3CCc4[nH]ncc4C3)c(C)o2)s1	·	7.2	-5.2
O=[N+]([O-])c1ccc(C=NNc2nc(-c3ccccc3)c3ccccc3n2)o1	·	9.4	1.4
COc1ccc(CCNC(=O)c2cn(C)nc2OC)cc1	·	1.6	-5.6
O=c1[nH]cc(F)c(=O)[nH]1	-3.6	-4.6&1.9&-0.2	1.0&-0.2&-3.1
CCOCCCn1c(SCC(=O)NCCOCC)nc2cc(C(=O)OCC)ccc21	-6.5	2.9	-5.7
O=C1NCCN(C(=O)CCC2CCCC2)C1CCO (stereo not given)	·	4.8	-5.1
COCC(=O)N(CC1CN(Cc2ccc[nH]2)CC1c1cccc(OC)c1)C1CCCCC1 (stereo not given)	-5.8	·	-5.5
CCc1ccc(S(=O)(=O)N2CCN(c3ccc4nncn4n3)CC2)cc1	-8.1	1.3	-6.7
O=C(c1cc(COc2ccc3c(c2)CCCC3)on1)N1CCCN(c2ncccn2)CC1	·	4.1	5.8
O=C(c1ccc(Cl)c(Cl)c1)N1CCN(C(c2ccccc2)c2ccc(F)cc2)CC1 (stereo not given)	-5.7	-2.5	-4.1
CCCCc1nc(N2CCN(S(=O)(=O)Cc3ccccc3)CC2)c2c(-c3ccccc3)noc2n1	-2.9	16.1	-0.7
CCOc1ccc(CN2C(=O)C3(SC(NC(C)=O)=NN3C(C)=O)c3cc(C)ccc32)cc1 (stereo not given)	-7.4	4.0	-5.8
CCN(CC)CCNC(=O)c1cc(N2CCCCCC2)ccn1	·	-0.5	-4.1

High-throughput results deposited in PubChem BioAssay by Fisher Drug Discovery Resource Center.
